SENP1 FRET inh – SENP1 (human) catalytic domain inhibition | Q9P0U3 | recombinant SENP1 catalytic domain, CyPet-SUMO1-YPet FRET cleavage | inhibition, % at 10 µM | hit rate 0.21% among 360,000 | AID 624204;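 active = inhibition at least 30% at 10 µM, raw YFP signal under a set limit, fluorescence ratio 0.5 to 1.5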;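 note: 0% = enzyme with DMSO and 100% = no enzyme wells; some results filed as inactive read as strong as hits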
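material = recombinant human SENP1 catalytic domain, His6-tagged | quantity = 20 pM enzyme | reagent = 25 nM SUMO1 FRET substrate | compound dosing = 10 µM single point, 0.5% DMSO | timing = 50 min enzyme reaction, room temperature, light-protected | detection = FRET, CFP and YFP emission | control set = no-enzyme low, enzyme-DMSO high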
SENP7 inh – blocks the human protease SENP7. recombinant SENP7, Z-RLRGG-aminoluciferin luminescence, 40 min. hit rate 1.5% among 330,000. AID 434973. inhibition, % at 5 µM;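 active = inhibition above about 50% at the single test dose, limit read from the data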;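 note: plate controls were DMSO with enzyme for no effect and no enzyme buffer wells for full effect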
Target sequence (Q9BQF6 706-1050 limits assumed): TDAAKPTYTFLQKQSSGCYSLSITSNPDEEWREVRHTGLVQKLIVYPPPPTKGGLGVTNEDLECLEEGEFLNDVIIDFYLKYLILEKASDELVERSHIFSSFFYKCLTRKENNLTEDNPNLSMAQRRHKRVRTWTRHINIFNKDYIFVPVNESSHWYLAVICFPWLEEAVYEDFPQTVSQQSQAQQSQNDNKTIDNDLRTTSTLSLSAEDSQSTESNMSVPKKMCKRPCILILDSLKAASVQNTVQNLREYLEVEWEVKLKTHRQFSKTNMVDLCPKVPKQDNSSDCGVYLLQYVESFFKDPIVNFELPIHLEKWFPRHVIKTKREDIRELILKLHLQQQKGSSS
SENP8 block-1 – inhibitors of human SENP8 protease. AID 2540. purified SENP8, Z-RLRGG-aminoluciferin cleavage, luminescence. inhibition, % at 10 µM. hit rate 1.2% among 330,000; in the data active = inhibition above about 50%
UBC13 polyUb – inhibitors of human UBC13 polyubiquitin chain formation. P61088. TR-FRET. inhibition, % at 20 µM. hit rate 0.47% among 330,000; in the data active = inhibition above about 45%, passing the limit was not always enough; inconclusive = no clear call, values can overlap the other calls
Target sequence (P61088 whole entry, looked up): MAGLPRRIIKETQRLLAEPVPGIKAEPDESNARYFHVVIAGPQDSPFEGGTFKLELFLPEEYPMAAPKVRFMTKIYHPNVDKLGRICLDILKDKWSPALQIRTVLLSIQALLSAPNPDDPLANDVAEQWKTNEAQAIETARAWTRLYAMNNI
SENP6 block – inhibitors of human SENP6 protease | Recombinant SENP6 catalytic domain, aminoluciferin luminescence | inhibition, % at 10 µM | hit rate 1.8% among 330,000;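 active = inhibition above about 50% at the single tested dose, limit read from the data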;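 note: plate controls were DMSO wells with enzyme for no effect and DMSO wells lacking enzyme for full effect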
Target sequence (Q9GZR1 628-1112 limits assumed): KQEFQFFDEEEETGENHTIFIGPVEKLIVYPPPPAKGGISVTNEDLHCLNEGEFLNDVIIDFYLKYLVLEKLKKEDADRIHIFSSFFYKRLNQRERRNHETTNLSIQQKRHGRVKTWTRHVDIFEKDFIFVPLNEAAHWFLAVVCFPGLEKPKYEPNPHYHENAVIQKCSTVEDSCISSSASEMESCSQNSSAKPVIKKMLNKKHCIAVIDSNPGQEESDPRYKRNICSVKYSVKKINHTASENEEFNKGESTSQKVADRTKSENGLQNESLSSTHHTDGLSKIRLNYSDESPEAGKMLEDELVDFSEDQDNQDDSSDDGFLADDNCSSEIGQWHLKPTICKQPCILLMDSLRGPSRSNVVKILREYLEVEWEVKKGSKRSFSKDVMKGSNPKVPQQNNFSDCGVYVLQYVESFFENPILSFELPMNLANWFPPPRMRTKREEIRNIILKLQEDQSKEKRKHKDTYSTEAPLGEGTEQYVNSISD
Apaf-1 inh – inhibitors of human Apaf-1 apoptosome; reconstituted apoptosome caspase-3 activity, DEVD-Rh110 fluorescence; AID 489030; inhibition, % at 20 µM; hit rate 0.71% among 330,000; active = inhibition of at least 40% at 20 µM;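 note: plate controls were DMSO wells for no effect and DEVD-CHO caspase inhibitor wells for full effect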
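detection = Rh110 fluorescence intensity | test system = biochemical Apaf-1 apoptosome reconstitution | also added = cytochrome c and DEVD-Rh110 substrate | schedule = 30 min plus 50 min, RT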
A3G deaminase – inhibitors of human APOBEC3G DNA deaminase; hit rate 0.28% among 330,000; recombinant A3G, ssDNA deamination FAM/TAMRA fluorescence; inhibition, % at 20 µM; Q9HC16;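 active = inhibition of at least 40% at 20 µM, with no more than 30% in the related APOBEC3A deaminase screen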;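 note: plate controls were DMSO wells with A3G for no effect and wells lacking A3G enzyme for full effect; some compounds called inactive have numbers as strong as hits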
SENP8 block-2 – inhibitors of human SENP8 protease. inhibition, % at 20 µM. AID 602440. hit rate 0.64% among 360,000. Q96LD8. recombinant SENP8, Nedd8 substrate fluorescence; in the data active = inhibition mostly above about 40%, no sharp cut-off; inactive = mostly below about 27%
An asterisk follows results filed as active; ? = inconclusive; / = no result given.

Compound	SENP1 FRET inh	SENP7 inh	SENP8 block-1	UBC13 polyUb	SENP6 block	Apaf-1 inh	A3G deaminase	SENP8 block-2
Cc1c(NCc2cc(Cl)cc(Cl)c2O)c(=O)n(-c2ccccc2)n1C	2.7	-11.2	-6.0	-18.3	-23.9	20.4	-7.2	18.4
CCC(=O)NC(Nc1ncc(C)s1)(C(=O)OC)C(F)(F)F (stereo not drawn)	-1.0	-0.1	13.4	3.4	-9.5	-0.5	-4.2	14.9
CC(C)CCNC(=O)C1CC(c2ccccc2[N+](=O)[O-])=NO1 (stereo not drawn)	2.4	-1.1	1.2	-0.5	-6.1	-1.0	-12.1	8.0
CCN(CC)CCNC(=O)/C(=N\O)c1ccccn1	-0.2	-0.8	5.5	1.8	8.1	-10.5	-6.0	18.3
CCOc1cc(/C=C/C(=O)O)ccc1OCCO	0.1	4.7	-2.8	6.4	5.2	2.4	-11.0	-20.2
Cc1nc2c(nnn2Cc2ccccc2Cl)c(=O)[nH]1	0.6	6.2	-10.0	-6.5	-10.6	-0.2	-0.3	16.6
Cc1nnc(N2C(=O)C(=O)/C(=C(\O)c3ccc4c(c3)CC(C)O4)C2c2ccccc2)s1 (stereo not drawn)	27.0	2.7	1.9	-1.9	6.9	3.2	-4.6	-14.5
Cc1cccc(C(=O)NCC(=O)NC(C)c2ccc(-n3ccnc3)cc2)c1 (stereo not drawn)	-4.3	-3.1	2.3	4.3	0.5	4.5	-4.8	-47.1
CSc1ccccc1NC(=O)c1ccc(N2CCCC2=O)cc1	1.9	-10.1	-1.9	6.6	-20.4	-9.1	-3.7	10.4
O=C(CSc1nc2ccc(Cl)cc2[nH]1)Nc1ccc2c(c1)CCC2	1.6	2.6	-12.6	-3.0	-12.7	18.7	-6.9	11.7
COc1cc2c(cc1OC)C(C)N(C(=S)NC(=O)c1ccccc1)CC2 (stereo not drawn)	1.7	4.4	-1.1	3.9	-7.3	-0.3	-7.8	-17.9
O=S(=O)(NN=C1CCCCCCC1)c1ccc(Br)cc1	0.1	-2.7	0.8	6.8	-59.0	5.2	0.4	11.9
CC(C)(C)OC(=O)N/N=C\C=C\c1ccc2c(c1)OCO2	0.9	0.4	-15.2	-14.2	-6.3	-18.6	-7.5	-28.5
O=C(Nc1c(-c2ccccc2)nc2ccccn12)c1ccco1	1.9	4.9	3.3	-6.3	-12.2	5.0	-2.2	3.7
CS(=O)(=O)Nc1ccc2c(c1)ncn2CCc1ccccc1	2.4	-2.6	-2.8	2.5	-45.4	-0.6	-2.5	16.3
CC(=O)NC1CC2CCCC(C1)N2S(=O)(=O)c1ccccc1 (stereo not drawn)	1.0	1.1	-2.8	2.6	12.6	2.6	-3.5	6.4
N#Cc1cccc(CN2C=NS(=O)(=O)c3ccccc32)c1	1.4	-3.9	0.7	4.1	17.6	2.5	-5.7	1.9
CC(=O)c1ccc(N2CCN(CC(=O)Nc3cc(C)on3)CC2)cc1	2.1	-6.5	-3.1	7.3	-19.1	-13.2	-5.8	-14.0
O=C(O)c1ccn2c(C(=O)c3ccc(Cl)cc3)c(-c3ccccc3)cc2c1	-2.9	5.2	20.4	-4.8	17.9	0.3	-3.5	6.6
COc1cc(-c2nc3ccc(C)cn3c2Nc2ccc3c(c2)OCCO3)ccc1O	-17.7	0.8	-2.9	3.1	17.6	17.5	-11.0	-403.3
COc1ccccc1NC(=O)NC1(C(=O)NCC2CCCO2)CCCCC1 (stereo not drawn)	2.1	-1.7	3.2	6.1	-3.0	-1.5	-5.8	6.5
CCOC(=O)[C@@H]1[C@H]2COc3ccccc3[C@@H]2N2C(=O)N(c3ccc(C)cc3)C(=O)[C@@]12C	1.2	8.8	-4.5	1.5	-2.7	5.0	-5.0	12.4
CCc1cc2c(=O)[nH]cnc2s1	-1.6	7.7	-0.2	-5.2	-6.0	15.8	-2.1	21.2
CN(C)C(=O)CSc1nnc([C@H](Cc2c[nH]c3ccccc23)NC(=O)OC(C)(C)C)o1	-1.3	14.9	-2.3	-2.7	-1.3	3.0	-3.3	-2.6
Cc1ccc(-c2cc(-c3ccc(C)o3)nc(N)c2C#N)cc1	-0.8	6.1	0.3	-2.8	5.0	18.2	3.6	-494.0
COc1cc(CN(CC2CCCO2)C(=O)c2cccs2)cc(OC)c1OC (stereo not drawn)	2.5	77.6*	-2.7	-6.6	12.2	7.8	-1.8	14.3
CCN(CC)Cc1cc(C(=O)O)c(-c2ccccc2)o1	1.8	12.3	-1.3	-6.8	4.5	-20.0	-1.1	8.1
C[C@@]12C(=O)Nc3ccccc3C(=O)N1[C@H]1c3cc(Cl)ccc3OC[C@@H]1[C@@H]2c1ccccc1	2.6	-3.8	-10.0	-12.8	-10.9	9.3	-7.1	13.0
O=C(O)Cc1sc(-c2ccc(Cl)cc2)nc1-c1ccccc1	-3.4	2.7	-8.5	-25.4	27.0	1.9	-2.8	-48.8
Cc1ccc(CNC(=O)C2CCCN(S(=O)(=O)c3c(C)[nH]c(=O)[nH]c3=O)C2)cc1 (stereo not drawn)	4.3	4.3	4.8	6.7	10.9	-5.5	-9.4	29.1
Clc1ccc2nc(CN3CCCCC3)cn2c1	0.9	4.3	6.8	6.1	-0.2	-31.2	-6.2	3.6
Cc1ccc(S(=O)(=O)N2CCN(C(=O)CCC(=O)Nc3ccc(F)cc3F)CC2)cc1	0.5	4.9	2.6	13.4	-4.4	-0.4	-7.8	12.0
Cc1cccnc1CN1CCN(C(=O)c2cc(COc3ccc4ncccc4c3)on2)CC1	-4.4	3.3	-5.3	0.6	0.1	-14.9	-12.1	-3.4
COc1ccc(S(=O)(=O)NC(C)C(=O)NCCN2CCOCC2)cc1Cl (stereo not drawn)	0.2	-0.2	-1.3	6.3	-0.4	0.1	-9.0	6.8
COc1ccc(CCC(C)NCCc2ccc(Cl)cc2Cl)cc1 (stereo not drawn)	2.2	-4.5	-9.7	25.9	-11.4	12.4	1.7	15.2
CCc1nnc(NC(=O)c2csc3c2CCC(C)C3)s1 (stereo not drawn)	/	2.1	-0.7	7.9	5.1	-2.1	-7.1	/
O=C(N/C(=C/c1ccco1)C(=O)N1CCOCC1)c1ccc([N+](=O)[O-])cc1	2.3	-8.6	-10.7	-6.9	-0.3	3.2	-6.9	6.5
O=C(/C=C/c1ccccc1)NCCc1ccccc1	-3.4	-4.8	-2.7	-7.8	-6.5	-8.3	4.8	-4.6
COc1ccc(S(=O)(=O)Nc2ccc(S(=O)(=O)Nc3nccs3)cc2)cc1	1.1	7.8	0.1	6.0	12.4	3.5	-2.8	14.1
Cc1ccc(NC(=O)c2sc3nc(N4CCOCC4)c4c(c3c2N)CC(C)(C)OC4)cc1	-56.7	14.2	3.7	35.2	8.7	27.7	29.2	-427.0
Cc1cccc(C)c1NC(=O)C1c2cccc[n+]2CC(=O)N1Cc1cccs1 (stereo not drawn)	-6.4	5.0	0.1	4.6	-6.2	-5.9	-5.9	2.3
Cc1ccc2sc(NNC(=O)c3ccc4c(c3)OCCO4)nc2c1C	-1.6	2.9	-5.8	-5.0	12.7	3.8	-5.7	-4.9
Cc1cc(-c2nnc(CCC(=O)NC(C)c3ccc(F)cc3)o2)no1 (stereo not drawn)	-1.1	-1.2	2.7	-0.2	-2.3	-19.3	-7.3	1.0
CCOC(=O)C1(CCCc2ccccc2)CCN(C(=O)CCN2CCCCC2=O)CC1	0.8	-3.4	-4.9	-3.1	-17.1	15.1	-5.5	0.8
O=C(C1=C(O)C(=O)N(Cc2ccco2)C1c1ccccc1F)c1cccs1 (stereo not drawn)	-0.2	-9.3	-12.4	-12.0	2.9	0.9	-7.1	-1.1
CC(C)(C)C(=O)N1CCN(C(=O)c2ccco2)CC1	1.2	3.5	-0.7	9.1	20.6	0.5	-6.6	12.0
O=C(Nc1ccc(C(=O)N2CCN(c3ccc(F)cc3)CC2)cc1)C1=CSCCO1	0.6	0.8	-11.5	6.9	-6.6	5.0	-7.6	-3.9
CC(C)CC(=O)NC(=S)N1CCCCCC1	-0.9	-0.9	-5.5	4.0	3.7	-2.5	0.9	13.2
O=C(/C(=N\O)n1cncn1)c1ccc(Br)cc1Br	0.6	0.3	-1.2	-11.6	10.9	1.9	-0.4	11.4
COc1ncnc2sc3c(c12)CCCC3	0.6	-0.2	1.7	9.5	8.5	-14.3	-6.5	7.0
CCOc1ccc(N2C(=O)CS/C2=N/NC(=O)COc2ccc3ccccc3c2)cc1	2.1	-0.9	-2.9	8.5	-16.2	-15.2	-8.2	-2.3
COC(C[C@@H]1O[C@@H]1[C@H](O)COCc1ccccc1)OC	-0.7	-2.8	2.4	-9.4	-11.6	-10.1	-3.4	14.0
Cc1cccc(NC(=S)NNC(=O)c2ccccc2OC(F)F)c1	2.1	15.8	5.5	-10.9	21.2	-1.3	6.7	3.7
COc1ccc(C(=O)Nc2ccc(C(=O)O)cc2NC(=O)c2ccc(OC)cc2)cc1	-0.7	-7.0	-2.1	-1.2	7.3	-0.8	-11.7	22.3
Oc1ccc(-c2cn3c(n2)SCC3)cc1	0.3	5.1	9.9	-2.6	-12.4	-2.1	-4.1	10.5
COc1cc(CC(=O)O)c([N+](=O)[O-])cc1OC	1.2	2.5	0.6	3.3	-3.6	-9.6	-1.1	16.1
CCOc1ccc(S(=O)(=O)Nc2ccccc2SC)cc1	0.6	-2.2	-1.7	17.0	-7.7	-7.6	-3.1	18.9
Cc1ccc(NC(=O)c2c(O)c3ccccc3n(C)c2=O)nc1	0.9	-2.5	9.1	?	-5.0	5.4	-0.8	-93.7
CC(C)c1nnc(NC(=O)C2CCN(C(=O)Nc3ccc(Cl)cc3)CC2)s1	0.7	3.7	0.7	4.4	-36.5	9.5	-14.5	16.2
Cc1ccc(CS(=O)(=O)CC(C)(O)c2ccccc2)cc1 (stereo not drawn)	0.1	-5.2	-2.6	-3.0	-30.1	1.6	-0.4	19.1

Record cards (already shown). Values in the order: SENP1 FRET inh, SENP7 inh, SENP8 block-1, UBC13 polyUb, SENP6 block, Apaf-1 inh, A3G deaminase, SENP8 block-2
Record of O=C(/C=C/c1ccccc1)NCCc1ccccc1 = -3.4, -4.8, -2.7, -7.8, -6.5, -8.3, 4.8, -4.6
Record of Cc1ccc(NC(=O)c2c(O)c3ccccc3n(C)c2=O)nc1 = 0.9, -2.5, 9.1, ?, -5.0, 5.4, -0.8, -93.7
Record of Cc1cccc(C)c1NC(=O)C1c2cccc[n+]2CC(=O)N1Cc1cccs1 (stereo not drawn) = -6.4, 5.0, 0.1, 4.6, -6.2, -5.9, -5.9, 2.3
Record of Cc1cccc(NC(=S)NNC(=O)c2ccccc2OC(F)F)c1 = 2.1, 15.8, 5.5, -10.9, 21.2, -1.3, 6.7, 3.7

Continued:
Compound	SENP1 FRET inh	SENP7 inh	SENP8 block-1	UBC13 polyUb	SENP6 block	Apaf-1 inh	A3G deaminase	SENP8 block-2
CC1CCN(S(=O)(=O)c2ccc3c(c2)N(CC(=O)NCCCN2CC(C)CC(C)C2)C(=O)CS3)CC1 (stereo not drawn)	0.4	-8.5	-6.7	9.0	-7.9	5.5	-3.8	11.5
CCCCCCNc1cc2n(c(=O)n1)CCc1cc(OC)c(OC)cc1-2	-17.7	2.1	6.7	10.6	-8.9	0.4	-1.3	-269.2
CCn1c(COc2ccc(C)cc2)nnc1SCc1ccc(C#N)cc1	-0.6	8.0	0.7	0.5	5.0	6.7	-0.8	15.4
COc1ccc(C)cc1NC(=O)C1CC(=O)OC12CCCCC2 (stereo not drawn)	0.1	-5.4	9.1	-23.3	-8.6	5.4	-6.2	15.7

Assay outcomes: PubChem, Sanford-Burnham Center for Chemical Genomics
